Bioassay records from PubChem BioAssay.
MrgX1 ag = agonists of human MrgX1 receptor, primary screen, HEK293 cells, Fluo-4 calcium flux; Fluo-4 calcium fluorescence, agonist mode; stronger effect = higher value; B-score at 10 µM; 310,000 tested, 0.44% active; AID 588627, 2011;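 active = calcium response B-score plate-corrected fluorescence ratio at least 3 library SD, with starting fluorescence B-score inside 5 SD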
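System – MrgX1-expressing HEK293 cells · Incubation – cells plated overnight, dye loaded 0.5 h 37 °C, 0.5 h room temperature · Technique – kinetic Fluo-4 NW fluorescence of intracellular calcium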
PolyA inh = polyadenylation inhibitors in yeast reporter cells, primary screen, luminescence, S. cerevisiae. S. cerevisiae SKY197-pL101 polyadenylation reporter, beta-gal luminescence; efflux-impaired pdr1/pdr3 knockout yeast; score 100 = 6 SD above DMSO. 300,000 tested, 0.02% active. calls only at 12 µM. AID 1875, 2009;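 active = lowest replicate activity score at least 50, where 100 means six control SD above control mean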;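 note: yeast exposed to compound for 9 h at 30 °C; higher score means more reporter readthrough which indicates perturbed polyadenylation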
TRPC6 inh = mouse TRPC6 channel inhibitors, primary screen, cell-based, HEK293, membrane potential dye; Short transient receptor potential channel 6 (Mus musculus), Q61143; ACh-evoked depolarization; stronger effect = lower value; B-score at 10 µM; 310,000 tested, 1.1% active;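 active = B-score under library mean minus 3 SD, initial fluorescence not abnormally high, positive integrated signal ratio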;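 note: B-score derived from integrated fluorescence ratio over the kinetic read; more negative B-score means stronger inhibition of depolarization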
Target sequence (Q61143 whole entry, looked up): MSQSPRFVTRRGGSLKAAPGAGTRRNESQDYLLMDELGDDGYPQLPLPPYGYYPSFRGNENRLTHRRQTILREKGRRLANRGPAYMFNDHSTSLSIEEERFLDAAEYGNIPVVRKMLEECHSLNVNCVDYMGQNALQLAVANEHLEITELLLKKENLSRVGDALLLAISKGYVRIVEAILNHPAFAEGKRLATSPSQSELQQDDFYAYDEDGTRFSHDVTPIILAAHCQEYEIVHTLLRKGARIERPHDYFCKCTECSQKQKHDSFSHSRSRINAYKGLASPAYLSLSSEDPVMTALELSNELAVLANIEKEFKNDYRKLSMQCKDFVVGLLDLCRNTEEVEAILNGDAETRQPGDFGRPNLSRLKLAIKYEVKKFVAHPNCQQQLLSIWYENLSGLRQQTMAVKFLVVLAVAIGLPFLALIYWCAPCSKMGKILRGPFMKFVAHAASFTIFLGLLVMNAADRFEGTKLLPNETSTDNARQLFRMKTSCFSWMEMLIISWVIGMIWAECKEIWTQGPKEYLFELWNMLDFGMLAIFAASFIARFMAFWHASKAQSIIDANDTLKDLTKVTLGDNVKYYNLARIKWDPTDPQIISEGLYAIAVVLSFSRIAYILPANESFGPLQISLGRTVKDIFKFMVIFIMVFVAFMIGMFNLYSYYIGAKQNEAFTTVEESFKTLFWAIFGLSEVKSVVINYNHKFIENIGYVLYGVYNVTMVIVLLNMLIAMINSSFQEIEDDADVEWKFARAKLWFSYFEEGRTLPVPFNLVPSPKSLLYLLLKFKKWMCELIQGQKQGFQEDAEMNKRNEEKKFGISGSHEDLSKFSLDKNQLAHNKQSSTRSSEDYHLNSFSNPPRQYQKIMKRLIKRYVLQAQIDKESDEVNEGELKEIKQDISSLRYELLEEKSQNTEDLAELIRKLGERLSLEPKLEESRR
TRPC4 act = activators of mouse TRPC4 channel, primary screen, Fluo4 calcium, HEK293 TRPC4beta/mu-opioid cells; Fluo4 calcium fluorescence; stronger effect = higher value; 310,000 tested, 0.49% active; B-score at 10 µM; Short transient receptor potential channel 4 (Mus musculus), Q9QUQ5;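 active = B-score above 5 SD of library B-scores, and initial fluorescence ratio not above library mean plus 5 SD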;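 note: positive B-score marks a calcium rise read as TRPC4 activation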
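Test system: HEK293 cells stably co-expressing mouse TRPC4beta and mu-opioid receptor | Schedule: Fluo4 dye loading 45 min at room temperature, 110 s recording | Measured by: Kinetic Fluo4 calcium fluorescence, 5 s baseline at 1 Hz | Evaluation: B score of integrated ratio | Controls: Buffer (low) and maximal DAMGO (high)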
MrgX1 antag = antagonists of human MrgX1 receptor, primary screen, HEK293 cells, Fluo-4 calcium flux; Mas-related G-protein coupled receptor member X1 (Homo sapiens), Q96LB2; BAM8-22 antagonism; stronger effect = lower value; B-score at 10 µM; 310,000 tested, 1.3% active;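 active = calcium-response B-score plate-corrected more than 3 library SD below zero, starting fluorescence within 5 deviations, no agonist response on first addition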;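 note: peak minus trough fluorescence over baseline after final BAM8-22 challenge near maximal dose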
TRPC6 activator = mouse TRPC6 channel activators, primary screen, cell-based, HEK293, membrane potential dye; Short transient receptor potential channel 6 (Mus musculus), Q61143; B-score at 10 µM; HEK293-TRPC6 membrane potential dye fluorescence; stronger effect = higher value; AID 2550, 2010; 310,000 tested, 0.13% active;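 active = B-score of the integrated fluorescence ratio above library mean plus 3 SD, and starting fluorescence ratio within library mean plus 5 SD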;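 note: higher score means more depolarization so channel activation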
HIF act = HIF pathway transcriptional activators, primary screen, cell-based, U2OS HRE-luciferase, luminescence; activation, % at 7.5 µM (by protocol); AID 1910, 2009; 300,000 tested, 0.32% active; U2OS HRE-luciferase reporter; normalized: DMSO 0%, desferrioxamine 100%;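 active = mean activation of at least 10% of the iron chelator positive control signal, with at least half of replicates also reaching 10%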
MrgX1 allo act = positive allosteric modulators of MrgX1, primary screen, HEK293 cells, Fluo-4 calcium flux; FDSS; stronger effect = higher value; B-score at 10 µM; 310,000 tested, 0.63% active;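 active = plate-corrected calcium response at least 3 library SD above typical, normal starting fluorescence, not activating the receptor alone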;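 note: compound read alongside a low EC10 to EC30 dose of BAM8-22 agonist; peak minus trough fluorescence over baseline measured at the second addition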
TRPC4 potent = positive allosteric modulators of TRPC4, primary screen, cell-based, mouse TRPC4beta, HEK293 mu-opioid, Fluo-4 calcium; B-score at 10 µM; DAMGO EC20, Fluo-4 Ca2+ flux; stronger effect = higher value; AID 2227, 2009; Short transient receptor potential channel 4 (Mus musculus), Q9QUQ5; 310,000 tested, 0.42% active;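 active = B-score of calcium response area above 5 SD of library B-scores, with initial fluorescence ratio within 5 SD of library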;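 note: B-score of integrated fluorescence ratio over time as area under calcium response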
TRPC4 inh = inhibitors of mouse TRPC4 channel, primary screen, Fluo4 calcium, HEK293 TRPC4beta/mu-opioid cells; Short transient receptor potential channel 4 (Mus musculus), Q9QUQ5; DAMGO-evoked Fluo4 calcium flux; stronger effect = lower value; B-score at 10 µM; 300,000 tested, 0.39% active;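 active = B-score over 3 SD under the library average, no early fluorescence shift, positive overall ratio signal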
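test system = HEK293 cells with stable TRPC4beta plus mu-opioid receptor expression | detection = Fluo4 Ca2+ flux fluorescence | read-out = integrated fluorescence ratio relative to baseline, converted to per-well B score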
AI-2 QS modul = Vibrio harveyi AI-2 quorum sensing modulators, primary screen, JMH597 strain, luminescence/OD600 ratio; Vibrio harveyi JMH597 AI-2 luminescence/OD600 ratio, 9 h; stronger effect = lower value; strain lacks LuxN and CqsS sensors; 0 = neutral-control median; activity change, % at 7.5 µM; 300,000 tested, 0.4% active; AID 2094, 2009; in the data active = activity change below about -75%, passing the limit was not always enough;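 note: luminescence divided by OD600 gain over 9 h not by final OD600 alone; inactives centre near 13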
* hit, by the source's call; i = inactive; nt = no result given; & = joins results of further samples. Only part of the results is shown; count on the stated rates, not on these rows.

The opening 9 entries, to show the layout:
SMILES	MrgX1 ag	PolyA inh	TRPC6 inh	TRPC4 act	MrgX1 antag	TRPC6 activator	HIF act	MrgX1 allo act	TRPC4 potent	TRPC4 inh	AI-2 QS modul
Cc1ccc(-c2ccc(C(=O)O)c(C)n2)cc1	i	i	i	i	i	i	-0.6	i	i	i	19
COc1ccc2oc(=O)c(C(=O)N3CCCC3)cc2c1	i	i	i	i	i	i	-0.2	i	i	i	10
CS(=O)(=O)N1CCc2cc(-c3csc(NCC4CCCO4)n3)ccc21 (stereo unspecified)	i	i	i	i	i	i	-0.6	i	i	i	24
Cc1cc[n+](Cc2ccc([N+](=O)[O-])cc2)cc1	i	i	i	i	i	i	0.0	i	i	i	12
COc1cccc(/C=N/Nc2nnc(C)n2N)c1OCc1ccccc1Cl	i	i	i	i	i	i	-0.9	i	i	i	11
CCN(c1ccc(NC(=O)COC(=O)CCC(=O)c2ccc(F)cc2)cc1)C(C)C	i	i	i	i	i	i	-1.1	i	i	i	27
Cc1ccnc(NS(=O)(=O)c2ccc(NC(=O)c3ccc(S(=O)(=O)N(C)C)cc3)cc2)n1	i	i	i	i	i	i	-0.2	i	i	i	40
CCCCc1c(O)nc2sc3cc(OC)ccc3n2c1=O	i	i	i	i	i	i	0.1	i	i	i	13
O=C(c1cc(COc2c(F)cccc2F)on1)N1CCCCCC1	i	i	i	i	i	i	2.6	i	i	i	-58

All compounds of this part, from the start:
SMILES	MrgX1 ag	PolyA inh	TRPC6 inh	TRPC4 act	MrgX1 antag	TRPC6 activator	HIF act	MrgX1 allo act	TRPC4 potent	TRPC4 inh	AI-2 QS modul
Cc1ccc(-c2ccc(C(=O)O)c(C)n2)cc1	i	i	i	i	i	i	-0.6	i	i	i	19
COc1ccc2oc(=O)c(C(=O)N3CCCC3)cc2c1	i	i	i	i	i	i	-0.2	i	i	i	10
CS(=O)(=O)N1CCc2cc(-c3csc(NCC4CCCO4)n3)ccc21 (stereo unspecified)	i	i	i	i	i	i	-0.6	i	i	i	24
Cc1cc[n+](Cc2ccc([N+](=O)[O-])cc2)cc1	i	i	i	i	i	i	0.0	i	i	i	12
COc1cccc(/C=N/Nc2nnc(C)n2N)c1OCc1ccccc1Cl	i	i	i	i	i	i	-0.9	i	i	i	11
CCN(c1ccc(NC(=O)COC(=O)CCC(=O)c2ccc(F)cc2)cc1)C(C)C	i	i	i	i	i	i	-1.1	i	i	i	27
Cc1ccnc(NS(=O)(=O)c2ccc(NC(=O)c3ccc(S(=O)(=O)N(C)C)cc3)cc2)n1	i	i	i	i	i	i	-0.2	i	i	i	40
CCCCc1c(O)nc2sc3cc(OC)ccc3n2c1=O	i	i	i	i	i	i	0.1	i	i	i	13
O=C(c1cc(COc2c(F)cccc2F)on1)N1CCCCCC1	i	i	i	i	i	i	2.6	i	i	i	-58
CCOC(=O)c1sc(NC(=O)c2ccncc2)nc1C	i	i	i	i	i	i	0.0	i	i	i	8
O=C(Nc1ccc(S(=O)(=O)N2CCCC2)cc1)c1cnccn1	i	i	i	i	i	i	0.1	i	i	i	8
CCOC(=O)CN(C)S(=O)(=O)c1ccc(-c2cc(C(=O)OC)sc2C(F)(F)F)cc1	i	i	i	i	i	i	-0.3	i	i	i	6
C[C@@H](C(=O)NC1CCCCC1)N1C(=O)N2CCc3c([nH]c4ccccc34)[C@@]2(C)C1=O	i	i	i	i	i	i	-0.2	i	i	i	6
Oc1[nH]c2ccccc2c1N=Nc1nc2ccccc2s1	i	i	i	i	i	i	-1.1	i	i	i	6
CCC(C(=O)NCC1CCCO1)n1nc(C)c2sc3ccccc3c2c1=O (stereo unspecified)	i	i	i	i	i	i	-0.7	i	i	i	-2

Taken from above:
`CCCCc1c(O)nc2sc3cc(OC)ccc3n2c1=O` in AI-2 QS modul: 13
`CCN(c1ccc(NC(=O)COC(=O)CCC(=O)c2ccc(F)cc2)cc1)C(C)C` in HIF act: -1.1

(cont.)
SMILES	MrgX1 ag	PolyA inh	TRPC6 inh	TRPC4 act	MrgX1 antag	TRPC6 activator	HIF act	MrgX1 allo act	TRPC4 potent	TRPC4 inh	AI-2 QS modul
O=C(O)c1cc(N/N=C/c2ccc(N3CCOCC3)cc2)ccc1Cl	i	i	i	i	i	i	0.1	i	i	i	39
Cc1nn(CCCC(=O)Nc2cc(Oc3ccccc3)cc([N+](=O)[O-])c2)c(C)c1[N+](=O)[O-]	i	i	i	i	i	i	-0.8	i	i	i	2
CC1=NN(c2cccc(Cl)c2)C(=O)C12CC(C)=C(C)CS2 (stereo unspecified)	i	i	i	i	i	i	0.1	i	i	i	1
CCOc1ccc(C(=O)OCC(=O)Nc2nc(OC)cc(OC)n2)cc1OCC	i	i	i	i	i	i	0.1	i	i	i	13
COc1ccc(C)cc1S(=O)(=O)N(CC(=O)N1CCOCC1)c1cc(C)cc(C)c1	i	i	i	i	i	i	0.0	i	i	i	18
Cc1cccc(Oc2ccccc2N)c1	i	i	i	i	i	i	0.1	i	i	i	17
O=C(Nc1ccc(S(=O)(=O)N2CCN(c3ccccc3)CC2)cc1)c1cccs1	i	i	i	i	i	i	0.0	i	i	i	5
CCCCOc1ccc(/C=C/C(=O)OCC(=O)NC2CCS(=O)(=O)C2)cc1OCC (stereo unspecified)	i	i	i	i	i	i	0.4	i	i	i	9
COc1ccc(CCN2CC(C(=O)NCc3cc(C(C)C)no3)CCC2=O)cc1 (stereo unspecified)	nt	i	i	i	nt	i	-0.8	nt	i	i	21
COc1cccc(/C=C2\SC(=S)N(CCC(=O)N3CCCCC3)C2=O)c1	i	i	i	i	i	i	0.8	i	i	i	6
Cc1cc(C(C)(C)C)ccc1OCCOCCN1CCCC1	i	i	i	i	i	i	-0.2	i	i	i	9
CCc1ccccc1N1CN(Cc2cccnc2)CNC1=S	i	i	i	i	i	i	nt	i	i	i	15
Cc1cc(C(=O)Nc2cccc3ccccc23)c(C)o1	i	i	i	i	i	i	0.6	i	i	i	29
CN(C)/C=C/C(=O)c1ccc(Oc2ccccc2)cc1	i	i	i	i	i	i	1.2	i	i	i	37
COc1ccc(C(=O)NCc2ccccc2)cc1Br	i	i	i	i	i	i	-0.1	i	i	i	-42
Cn1nc(-c2ccccc2)c(-c2nc(-c3ccc(Cl)cc3)no2)c1Cl	i	i	i	i	i	i	1.4	i	i	i	10
OC1C(O)C(O)C(O)C(O)C1O (stereo unspecified)	i	i	i	i	i	i	-0.2&0.1&0.1	i	i	i	18&26&18
CCOc1ccc(S(=O)(=O)NCCC(=O)NCC(c2ccccc2OC)N2CCCC2)cc1 (stereo unspecified)	i	i	i	i	i	i	0.0	i	i	i	16
CN(CCCN1CCOCC1)C(=O)c1cc(COc2ccc(F)cc2F)on1	i	i	i	i	i	i	-0.4	i	i	i	8
C[C@H]1C=C(C(=O)NC2CC2)O[C@@H](OCc2ccc(CO)cc2)C1	i	i	i	i	i	i	0.8	i	i	i	-3
C=CCn1c(=NC(=O)c2ccc(S(=O)(=O)N3CCCC3)cc2)sc2cc(NC(C)=O)ccc21	i	i	i	i	i	i	0.3	i	i	i	28
CCN(C(=O)CSc1nnnn1-c1ccccc1OC)C1CCS(=O)(=O)C1 (stereo unspecified)	i	i	i	i	i	i	0.6	i	i	i	15
CCOc1ccc(-n2cc(C(=O)NC(C)C)c3cc(OC)c(OC)cc3c2=O)cc1	i	i	i	i	i	i	-1.6	i	i	i	15
COc1ccccc1C(=O)O/N=C(\N)c1ccccc1Cl	i	i	i	i	i	i	1.6	i	i	i	12
CSc1nc(N(C)NC(=O)c2ccccc2)c2ccccc2n1	i	i	i	i	i	i	-0.5	i	i	i	28
CC(OC(=O)CC1CCCCC1)C(=O)Nc1ccc(S(N)(=O)=O)cc1 (stereo unspecified)	i	i	i	i	i	i	-0.3	i	i	i	8
COc1ccc(Oc2ccc(C(F)(F)F)cc2NC(=O)CC(CC(=O)O)c2ccccc2)cc1 (stereo unspecified)	i	i	i	i	i	i	-1.2	i	i	i	-2
c1ccc2c(c1)CC1(CCCCC1)n1nnnc1-2	i	i	i	i	i	i	0.1	i	i	i	17
COC(=O)c1cc2n3ccccc3c(C)c(-c3ccccc3)c-2c1C(=O)OC	i	i	i	i	i	i	-0.1	i	i	i	14
CCCn1c(SCC(=O)NC)nnc1C(C)C	i	i	i	i	i	i	-1.2	i	i	i	-2
O=C(C1CC1)N1N=C(c2ccncc2)CC1(O)C(F)(F)F (stereo unspecified)	i	i	i	i	i	i	0.0	i	i	i	9
N#CC1=C(N)n2c(s/c(=C\c3cccs3)c2=O)=C(C#N)C1c1cccs1 (stereo unspecified)	i	i	i	i	-7.4*	i	-0.3	i	i	i	9
CCc1ccc(NC(=O)C(=O)NCC2CCCN2S(=O)(=O)c2ccccc2)cc1 (stereo unspecified)	i	i	i	i	i	i	-0.4	i	i	i	-2
N#Cc1cccc(NC(=O)COC(=O)c2cccc(N3C(=O)c4ccccc4C3=O)c2)c1	i	i	i	i	i	i	0.1	i	i	i	4
O=c1c2ccccc2c(/C=N/c2n[nH]c(CCCO)n2)c(O)n1-c1ccccc1Cl	i	i	i	i	i	i	-0.2	i	i	i	19
